Assay outcomes deposited in PubChem BioAssay by several laboratories.
TRPN1 ag – zebrafish TRPN1 (NompC) channel agonism | HEK293 zebrafish TRPN1-YFP, Fluo-8 calcium fluorescence; 100% = response to 87 µM carbachol | activation, % at 3 µM | actives 0.18% (n = 220,000) | AID 1424;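 active means activation above its plate's cutoff, the mean activation of test wells on that plate plus 3 SD, cut at about 19% in these data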;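 further: 0% = DMSO alone and 100% = 87 µM carbachol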
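Control set: carbachol 87 µM as high control, DMSO as low control; system: HEK293 stable line with zebrafish TRPN1-YFP; read-out: % activation versus carbachol response; detection: intracellular calcium fluorescence with Fluo-8; doses: single test compound dose, 3 µM nominal, 0.3% DMSO; schedule: dye 1 h 37 °C plus 30 min RT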
PERK inhibitor – human PERK inhibition, primary cell-based screen; Q9NZJ5; CHO PERK-DD fusion, SEAP luminescence translation reporter; inhibition, % at 5.6 µM; actives 0.17% (n = 220,000); AID 1416;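 active means inhibition above the mean inhibition of all tested compounds plus 3 SD, set separately per screening campaign, cut at about 2.9% in these data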;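 further: PERK kinase domain activated by AP20187 dimerizer at 100 nM; 0% = DMSO with dimerizer and 100% = rapamycin at 8.4 µM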
Ba/F3 V617F tox – loss of viability in JAK2V617F-driven Ba/F3 cells; Ba/F3 EpoR-JAK2V617F viability, ATP luminescence; AID 1446; actives 1.1% (n = 220,000); inhibition, % at 5.6 µM;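 active means inhibition above the campaign mean plus 3 SD over all tested compounds, cut at about 24% in these data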;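 further: cytokine-independent growth of Ba/F3 cells driven by EpoR plus mutant JAK2; 0% = DMSO-treated cells and 100% = JAK inhibitor I control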
TRPML3 ag – activates the human TRPML3 channel; HEK293 TRPML3-YFP, Fluo-8 calcium fluorescence; 100% = the carbachol control signal; actives 0.29% (n = 220,000); activation, % at 3 µM;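 active means activation above its plate's cutoff, the mean activation of the plate's test wells plus 3 SD, cut at about 12% in these data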;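 further: 0% = DMSO only wells and 100% = carbachol wells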
Target sequence (Q8TDD5 whole entry, looked up): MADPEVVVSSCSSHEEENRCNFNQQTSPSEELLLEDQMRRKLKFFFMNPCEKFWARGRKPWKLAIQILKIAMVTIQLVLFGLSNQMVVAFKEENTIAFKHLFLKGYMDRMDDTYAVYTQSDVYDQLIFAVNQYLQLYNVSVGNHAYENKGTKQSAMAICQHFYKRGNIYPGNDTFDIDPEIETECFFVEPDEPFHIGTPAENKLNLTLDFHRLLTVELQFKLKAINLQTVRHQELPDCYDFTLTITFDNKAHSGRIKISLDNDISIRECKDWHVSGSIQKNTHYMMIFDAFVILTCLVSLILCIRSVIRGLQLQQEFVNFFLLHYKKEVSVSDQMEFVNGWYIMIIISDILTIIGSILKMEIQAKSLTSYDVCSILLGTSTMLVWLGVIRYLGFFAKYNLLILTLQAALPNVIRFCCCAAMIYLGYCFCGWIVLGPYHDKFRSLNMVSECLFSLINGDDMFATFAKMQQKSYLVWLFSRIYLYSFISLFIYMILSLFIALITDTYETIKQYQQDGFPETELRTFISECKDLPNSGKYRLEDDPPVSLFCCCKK
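Material: HEK293 cells stably carrying human TRPML3-YFP; compound dosing: single dose, 3 µM final nominal compound, 0.3% DMSO final; incubation: 1-h 37 °C dye load, 5-s basal, 120-s post-compound reads; technique: Fluo-8 intracellular calcium fluorescence, excitation 470-495 nm, emission 515-575 nm; read-out basis: percent activation from peak-to-basal fluorescence ratio, scaled between DMSO and carbachol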
S1P4 antag – blocks the human S1P4 receptor | O95977 | S1P4-expressing cells, antagonist mode, reporter read-out | inhibition, % at 4.98 µM | actives 0.26% (n = 220,000); in the data active means inhibition above about 29%;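 further: 0% = wells stimulated with agonist and 100% = vehicle wells without agonist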
Target sequence (O95977 whole entry, looked up): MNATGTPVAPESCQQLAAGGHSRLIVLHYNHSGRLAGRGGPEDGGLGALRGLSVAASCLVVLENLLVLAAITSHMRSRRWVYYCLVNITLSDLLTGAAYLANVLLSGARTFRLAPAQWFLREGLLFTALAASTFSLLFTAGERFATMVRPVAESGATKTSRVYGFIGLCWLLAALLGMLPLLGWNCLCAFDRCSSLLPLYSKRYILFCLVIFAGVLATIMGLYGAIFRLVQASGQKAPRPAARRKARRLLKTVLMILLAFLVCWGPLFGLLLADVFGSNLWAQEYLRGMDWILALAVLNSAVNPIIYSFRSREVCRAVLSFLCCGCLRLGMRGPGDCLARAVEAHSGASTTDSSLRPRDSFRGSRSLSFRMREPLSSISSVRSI
Calpain2 inh – calpain II (pig) inhibition; purified calpain II, fluorogenic peptide substrate, 30 min; inhibition, % at 16 µM; actives 0.37% (n = 220,000);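 active means inhibition above about 50%, limit read from the data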
S1P4 agonist – activates the human S1P4 receptor; S1P4-expressing cell line, agonist reporter assay; activation, % at 4.98 µM; actives 0.35% (n = 220,000); AID 1509; in the data active means activation above about 11%;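 further: 0% = DMSO vehicle and 100% = reference agonist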
EP2 mod – EP2 receptor (human) modulation. EP2-expressing cells, cAMP HTRF FRET, PGE2 co-stimulation. AID 940. actives 0.83% (n = 260,000). P43116. induction, % at 25 µM;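 active means compounds whose cAMP rise, as percent of the full-agonist control response, exceeds 60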;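 further: rat C6 glioma line stably carrying human EP2 under a CMV promoter; the protocol text gives 20 µM as final concentration; 100% = response of wells given 1 µM PGE2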
BaF3 parental – parental Ba/F3 viability inhibition as JAK2V617F counter-screen. inhibition, % at 5.6 µM. CellTiter-Glo ATP luminescence. AID 1486. actives 1.1% (n = 220,000);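 active means inhibition above a per-campaign cutoff, the mean inhibition of all tested compounds plus 3 SD, cut at about 27% in these data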;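 further: 0% = DMSO wells and 100% = JAK Inhibitor I control wells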
* = called active by the depositor; i = inactive; x = no result given; & = joins results of further samples.

SMILES	TRPN1 ag	PERK inhibitor	Ba/F3 V617F tox	TRPML3 ag	S1P4 antag	Calpain2 inh	S1P4 agonist	EP2 mod	BaF3 parental
Cc1ccc(C(=O)Nc2ccc(S(=O)(=O)NCc3ccco3)cc2)cc1	-1.1	-0.2	0	0.6	4	13	-0.7	-38	5
Cc1ccc(C(=O)NC2CCCCCC2)cc1N1CCCC1=O	1.9	0.6	2	0.5	-5	-10	-4.0	20	5
Cc1ccc(C(=O)N2CCN(c3ncccn3)CC2)cc1S(=O)(=O)N1CCCCC1	1.7	-0.9	1	1.8	-4	-17	-0.8	1	5
COc1cccc(CNC(=O)Cc2csc(Nc3nc(=S)[nH]c4ccccc34)n2)c1	1.7	0.5	1	0.1	1	-39	3.8	-16	9
CCOC(=O)C1CCN(C(=O)c2ccc(Cl)c(Cl)c2)CC1	-0.4	0.6	0	0.2	-13	-19	-3.6	-13	4
CN(C)S(=O)(=O)c1ccc(N2CCCC2)c(C(=O)Nc2nc3ccccc3s2)c1	-0.3	-0.8	1	-0.2	7	-50	0.9	16	3
O=C(Nc1ccc(F)cc1)c1cc(Cl)sc1Cl	-0.3	0.2	4	1.9	-8	25	-0.2	-94	0
COC(=O)c1sc(N)c(C(=O)OC)c1COC(=O)CNS(=O)(=O)c1ccc(C)c(C)c1	-0.9	0.6	-2	-0.7	-5	-30	-1.2	-11	6
CCOc1ccccc1N1CCN(C(=O)c2cc3c(s2)CCC3)CC1	-1.6	-0.8	-3	-1.1	-8	27	1.0	18	0
CCOC(=O)Cn1c(C)cc(=O)c2ccccc21	3.8	1.3	-2	1.7	6	-10	1.8	10	6
O=C(OCCN=C1NS(=O)(=O)c2ccccc21)C1CC(=O)N(c2ccc(Cl)cc2)C1 (stereo not given)	0.5	0.8	0	-1.1	-18	16	-0.2	-4	1
O=C1C(c2ccncc2)N(CCC2=CCCCC2)C(=O)CN1C1CCCCC1 (stereo not given)	0.9	-1.1	1	0.3	-12	10	1.5	8	6
O=c1c2cc(-c3ccccc3)sc2ncn1/N=C/c1ccco1	0.4	0.2	2	0.7	-13	-6	0.9	-19	4
CCCc1nc2ccccc2c(=O)n1/N=C/c1ccc(O)cc1O	0.2	1.6	-6	0.4	8	-13	3.1	24	-1
COc1ccccc1-c1c(C)[nH]n2c(=O)c(Cc3ccccc3)c(C)nc12	0.3	-0.5	7	0.4	1	20	1.2	-16	11
O=C(CSc1nc(C2CC2)nc2ccccc12)Nc1ccc2c(c1)OCCO2	-2.0	-0.1	0	0.8	-2	-1	1.7	10	0
C=CCN1C(=O)/C(=C/c2ccc(O)cc2)S/C1=N/c1nccs1	3.0	-0.6	-3	2.4	-3	-17	0.8	46	3
O=C1C=CC(=O)N1c1ccc(O)cc1	0.0	0.7	2	0.3	4	-7	-0.1	-55	-3
CCn1c(-c2cccnc2Cl)nc2ccccc21	-2.0	-0.1	-3	0.7	-4	-52	-2.3	9	1
COc1ccc(S(=O)(=O)N(C)CC(=O)NCc2cccnc2)cc1C	-1.1	-0.6	4	-0.6	-1	-56	0.1	10	6
C/C(=N\NC(=O)CSCc1ccc([N+](=O)[O-])cc1)c1ccccc1O	1.6	-1.0	1	0.0	-15	26	0.9	-5	5
O=C(O)CCc1ccccc1OC(=O)c1ccccc1	2.9	1.0	0	1.6	9	-21	0.3	11	-4
Cc1cc(C(F)(F)F)n2ncc(-c3ccc(F)cc3)c2n1	-0.4	-0.3	-5	0.4	9	-3	0.8	18	-1
N#C/C(=C\c1ccccc1)C(=O)NCCN1CCOCC1	0.2	0.0	-1	0.8	3	-17	1.8	19	5
CCC1Oc2ccc(C)cc2N(CC(=O)NCCc2ccc(OC)c(OC)c2)C1=O (stereo not given)	-0.1	0.0	-3	-0.3	-14	x	0.9	x	8
CC(C)NC(=O)NC(=O)COC(=O)Cc1ccsc1	-1.6	0.8	1	1.1	5	-9	-0.5	22	8
Cc1cccc(NC(=S)N=Nc2c(O)n(CN3CCOCC3)c3ccccc23)c1C	-2.1	-0.9	-3	0.6	-4	-24	2.8	-20	7
CCOC(=O)c1sc(Nc2ccc(C)cc2C)nc1C	-0.7	-0.7	-5	-0.9	0	21	-0.5	64*	-1
CCOC(=O)C(=O)N1c2ccccc2C(N(C(=O)C(=O)OCC)c2ccccc2)CC1C (stereo not given)	0.2	-0.3	4	-0.4	9	15	-0.4	0	-4
Cc1nc(-c2ccc(S(=O)(=O)NCc3ccccn3)s2)cs1	2.5	0.5	1	1.1	1	16	-1.9	-18	-1
O=C(c1ccco1)N1CCN(c2ccnc3cc(Cl)ccc23)CC1	1.3	0.2	4	1.5	-7	-7	-1.0	-15	9
CCC(CC)C(=O)Nc1cc(OC)c(OC)cc1C(=O)O	1.4	1.0	-2	1.2	13	-12	2.6	15	0
CC(Oc1ccccc1)C(=O)N1CCN=C1SCc1cccc(F)c1 (stereo not given)	1.4	0.6	2	1.3	0	-6	-0.9	-32	-7
Cc1ccc2nc(C)/c(=N\O)c(C)nc2c1	-0.3	-0.1	-4	-0.7	3	0	-2.8	11	-1
CCCS(=O)(=O)N1CCN(Cc2ccc([N+](=O)[O-])cc2)CC1	1.1	-0.3	-4	1.3	-6	16	-0.2	-10	2
O=c1ccnc(Nc2ccc3c(c2)OCCO3)[nH]1	2.5	0.4	1	0.7	13	-44	1.0	-16	9
CC(C)N(C(=O)CSc1nc(COc2ccccc2)nc2ccccc12)C(C)C	-2.8	0.5	-6	-1.8	9	8	-1.2	78*	0
CC(=O)Nc1cccc(NC(=O)CCc2ccccc2)c1	-1.4	-0.7	0	1.1	-9	-7	0.7	-1	8
CCc1c(C)sc(NC(=O)c2cccs2)c1C#N	1.3	-0.1	0	1.5	2	-32	2.3	-6	8
COc1ccc(-c2cnnn2-c2ccc(NC(=O)/C=C/c3ccc(OC)c(OC)c3)cc2)cc1	0.7	-0.8	7	1.0	-3	-87	-0.5	1	8
O=C(NCc1ccc(F)cc1)c1cc2n(n1)C(C(F)(F)F)CC(C1CC1)N2 (stereo not given)	2.0	-0.3	0	1.6	-19	66*	2.5	4	6
COc1ccc(C(=O)N2c3ccccc3C=CC2C#N)cc1 (stereo not given)	-1.0	0.3	-3	0.6	-1	-4	2.5	14	-1
O=C(CCn1cnc2ccccc2c1=O)Nc1ccc(Cl)c(Cl)c1	-1.1	0.6	-4	0.7	6	-31	0.6	-26	-2
Cc1cc(Cl)ccc1NC(=S)N1CCN(Cc2ccc3c(c2)OCO3)CC1	0.1	-0.7	1	1.2	-3	14	0.1	-17	2
Cc1ccc(Cl)cc1NC(=O)CCn1cccc1	1.4	0.4	3	-1.2	0	-37	0.0	-16	5
O=C(O)c1ccc(CNCc2c(Cl)cccc2Cl)cc1	1.3	0.3	5	0.3	-10	18	-3.0	14	3
O=C(CC1NC(=O)NC1=O)Nc1ccc(Cl)cc1 (stereo not given)	4.5	0.2	-3	0.1	2	-16	-3.5	20	-1
COc1cc(NS(=O)(=O)c2ccc(NC(=S)NC(=O)c3sc4ccccc4c3Cl)cc2)nc(OC)n1	-0.4	0.9	-2	0.7	-9	58*	4.9	-3	3
Cc1[nH]n(-c2ccccc2)c(=O)c1C(C[N+](=O)[O-])c1ccc(Br)cc1 (stereo not given)	0.4	-0.5	5	-0.6	6	-4	2.2	37	4
COc1cc(C)c(NC(c2ccccc2)c2ccccc2)cc1OC	-3.2	-0.3	0	-0.6	2	7	0.9	67*	3
O=C(Nc1ccc(N2CCN(Cc3ccccc3)CC2)cc1)c1cccnc1	0.9	-0.4	-4	0.5	-1	22	-3.8	0&-47	3
O=C(CCNS(=O)(=O)c1cccs1)N1CCCCCC1	-0.1	0.3	3	-0.1	-15	-1	0.6	4	4
CCOC(=O)c1cnn2c(C(F)(F)F)cc(-c3cn(C)nc3C)nc12	1.2	-0.4	2	0.1	-4	i	-1.2	14	6
Cc1csc(C(C)N(C)C(=O)CCc2nnc(CCc3ccccc3)o2)n1 (stereo not given)	0.0	0.5	-2	1.0	-14	-16	0.4	-3	3
C=CCn1cc(C(=O)OCC)c(=O)c2cc(F)c(F)cc21	-0.2	0.2	-1	-0.6	10	-3	0.3	-5	-1
O=C(N/N=C\c1cc(Br)c(Br)o1)c1cncc(Br)c1	0.5	0.7	-3	0.7	-14	8	1.9	-8	0
Cn1ccnc1SCC(=O)c1ccc(Cl)cc1	-1.5	1.8	2	0.2	3	-21	-0.4	16	11
COc1ccc(/C(O)=C2/C(=O)C(=O)N(CCCN(C)C)C2c2ccc(Cl)cc2)cc1OC (stereo not given)	0.0	-0.2	2	0.1	0	x	-1.0	x	6
CCC(=O)/C=C1\Sc2ccccc2N1CC	0.1	-0.5	-2	-0.4	8	4	0.9	22	-1
CCOc1ccc(NC(=O)CN(C)Cc2cc(=O)n3c(-c4ccccc4)csc3n2)cc1OCC	0.4	-0.7	0	0.6	-8	-83	0.0	-21	3

Later entries:
SMILES	TRPN1 ag	PERK inhibitor	Ba/F3 V617F tox	TRPML3 ag	S1P4 antag	Calpain2 inh	S1P4 agonist	EP2 mod	BaF3 parental
N#CC(c1ccc(Cl)nn1)c1c(F)cccc1Cl (stereo not given)	-0.2	-0.6	4	0.2	-4	4	0.5	11	7
COCCCN1C(=O)c2ccc(C(=O)Nc3ccccc3OC)cc2C1=O	-0.8	0.1	-2	0.4	-10	-5	0.6	16	5
O=C(C1Cc2ccccc2CN1S(=O)(=O)c1ccc(F)cc1)N1CCCCC1 (stereo not given)	1.3	-1.1	1	64*	-11	-5	-1.7	34	2
CC(=O)c1ccc(NC(=O)C2(c3ccccc3)CCOCC2)cc1	-0.2	0.6	-2	0.5	-8	-2	-0.6	-9	-1
COc1cc(/C=N/NC(=O)c2c(C)nnn2-c2nonc2N)ccc1O	1.0	0.8	2	0.4	-9	-26	1.6	-24	7
COc1cccc(-c2nnc(-c3ccco3)o2)c1	-0.2	0.4	-3	0.6	-18	-47	0.3	13	3
NC(N)=NC(N)=Nc1cccc2ccccc12	2.1	-0.2	3	0.7	16	16	1.0	-31	4
CCOC(=O)CNC(=O)CSc1nnc(-c2ccccc2)c(-c2ccccc2)n1	0.0	0.1	-5	-0.2	1	5	0.5	-9	6
CC(C)Cc1nc2n[nH]c(N)c2c2c1CCCC2	-0.1	0.6	-2	0.9	4	-68	-0.6	7	0
COc1ccc(-c2cc3nc[nH]c(=O)c3s2)cc1	-0.7	0.4	1	0.3	-15	i	-1.3	3	4
O=C(Oc1cc(Cl)ccc1Cl)c1ccc(N2CCOCC2)c([N+](=O)[O-])c1	-2.0	0.5	-1	0.7	-5	-2	1.2	11	4
CN(Cc1ccccc1)C(=O)Cn1cccc1C(=O)c1ccccc1	0.2	-1.1	4	-0.4	-1	-25	0.8	2	7

Whole records, looked up by structure. Screens in order: TRPN1 ag | PERK inhibitor | Ba/F3 V617F tox | TRPML3 ag | S1P4 antag | Calpain2 inh | S1P4 agonist | EP2 mod | BaF3 parental
Record of CCOc1ccc(NC(=O)CN(C)Cc2cc(=O)n3c(-c4ccccc4)csc3n2)cc1OCC = 0.4 | -0.7 | 0 | 0.6 | -8 | -83 | 0.0 | -21 | 3
Record of CC(C)N(C(=O)CSc1nc(COc2ccccc2)nc2ccccc12)C(C)C = -2.8 | 0.5 | -6 | -1.8 | 9 | 8 | -1.2 | 78* | 0
Record of CCOc1ccccc1N1CCN(C(=O)c2cc3c(s2)CCC3)CC1 = -1.6 | -0.8 | -3 | -1.1 | -8 | 27 | 1.0 | 18 | 0
